High-throughput results (PubChem)
AMA1-RON2 inh: inhibitors of Plasmodium falciparum AMA1-RON2 interaction; Potency, µM (series often up to 58.2 µM), for inactives: at the top dose activity change, negative = inhibition, most hits filed as inhibitors; 0.2% of 360,000 active; AlphaScreen AMA1-biotinylated RON2 peptide binding;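 note: potency is the fitted concentration of half-maximal effect; 0% = vehicle wells and -100% = peptide control; nearly all actives have a fitted effect of over 45% in size; some results filed as inactive show a strong effect at the top dose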
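AMA1 (3D7) with his tag at 25 nM final met compounds first, then biotinylated RON2 peptide at 25 nM; detection used donor plus acceptor beads, 10 µg/mL apiece, read by AlphaScreen after 30 min at room temperature.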
Tb PYK inh: inhibitors of Trypanosoma brucei pyruvate kinase; Q57TT1; TbPYK enzyme, Kinase-Glo Plus ATP luminescence, 45 min; Potency, µM (doses to about 76.8 µM), for inactives: at the top dose activity, negative = inhibition, usual class: inhibitors; 0.12% of 410,000 active; note: potency is the fitted concentration of half-maximal effect; nearly all actives have a fitted effect of over 50% in size
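Activity of T. brucei pyruvate kinase was followed by Kinase-Glo Plus luminescence after the enzyme reacted 45 min at room temperature with 130 uM ADP (final) and substrate. Test compounds were added before ADP at multiple concentrations.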
AmpC detergent: inhibitors of E. coli AmpC beta-lactamase with detergent. AID 485294. AmpC hydrolysis of nitrocefin, absorbance 480 nm, 0.01% Triton. Potency, µM (highest dose often 114 µM), for inactives: at the top dose activity change, negative = inhibition, actives largely listed as inhibitors. P00811. 0.041% of 370,000 active;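 note: potency is the fitted concentration of half-maximal effect; 0% = no-compound wells and -100% = no-enzyme wells; nearly all actives have a fitted effect of over 25% in size; some results filed as inactive show a strong effect at the top dose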
Target sequence (P00811 whole entry, looked up): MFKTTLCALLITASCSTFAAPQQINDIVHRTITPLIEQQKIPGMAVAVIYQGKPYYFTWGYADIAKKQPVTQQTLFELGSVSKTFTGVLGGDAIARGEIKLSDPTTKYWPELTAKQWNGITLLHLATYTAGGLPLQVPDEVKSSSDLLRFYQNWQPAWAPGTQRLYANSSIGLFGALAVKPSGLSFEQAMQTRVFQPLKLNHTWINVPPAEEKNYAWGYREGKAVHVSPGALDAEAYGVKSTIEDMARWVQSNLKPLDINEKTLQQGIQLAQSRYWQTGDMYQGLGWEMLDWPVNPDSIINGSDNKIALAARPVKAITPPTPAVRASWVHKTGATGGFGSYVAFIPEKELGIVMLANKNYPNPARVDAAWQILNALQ
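AmpC (5.3 nM in the dispensed reagent) in 20 mM phosphate pH 7.0 with 0.01% (detergent screen) or 0.0001% Triton X-100 was preincubated with compounds for 15 min at room temperature. Nitrocefin was then added from an 800 uM solution, and hydrolysis was followed at 480 nm.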
Sm TGR inh: S. mansoni TGR enzyme inhibition; Q962Y6; purified TGR, DTNB reduction, TNB absorbance 405 nm; Potency, µM (doses to about 114 µM), for inactives: top-dose activity change, negative = inhibition, usual class: inhibitors; 3% of 360,000 active; note: potency is the fitted concentration of half-maximal effect; nearly all actives have a fitted effect of over 60% in size
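TGR 20 nM + NADPH 100 uM (dispensed conc.), cpd preinc 15 min RT; start with NADPH (500 uM addition) then DTNB (15 mM addition). Kinetic TNB absorbance, 405 nm filter. Four-parameter Hill fit across titration.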
LmPK inhibitor: blocks Leishmania mexicana pyruvate kinase activity; purified LmPK, Kinase-Glo ATP luminescence, 1 h; Potency, µM (doses to about 57.5 µM), for the others: at the top dose activity change, negative = inhibition, actives largely listed as inhibitors; 0.37% of 290,000 active; note: potency is the fitted concentration of half-maximal effect
Target sequence (Q27686 whole entry, looked up): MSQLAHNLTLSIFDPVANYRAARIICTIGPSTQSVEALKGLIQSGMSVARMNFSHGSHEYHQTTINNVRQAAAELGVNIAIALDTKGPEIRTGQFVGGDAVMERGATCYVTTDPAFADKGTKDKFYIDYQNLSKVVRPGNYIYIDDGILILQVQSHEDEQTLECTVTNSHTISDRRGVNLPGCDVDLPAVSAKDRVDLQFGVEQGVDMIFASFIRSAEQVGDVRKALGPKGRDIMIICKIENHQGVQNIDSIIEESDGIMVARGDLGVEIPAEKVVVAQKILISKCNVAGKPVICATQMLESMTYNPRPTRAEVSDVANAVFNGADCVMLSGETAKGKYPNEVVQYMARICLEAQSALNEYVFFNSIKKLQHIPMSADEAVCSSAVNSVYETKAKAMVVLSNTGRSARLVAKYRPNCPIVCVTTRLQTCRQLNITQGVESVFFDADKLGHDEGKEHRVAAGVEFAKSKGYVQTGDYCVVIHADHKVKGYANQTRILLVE
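Kinase-Glo luminescence read after 1 h RT reaction of 0.1 nM LmPK with 0.5 mM PEP and 0.1 mM ADP. Activity scaled between uninhibited and enzyme-free controls.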
AmpC inh no detg: AmpC beta-lactamase inhibition without detergent. P00811. AmpC nitrocefin hydrolysis, absorbance 480 nm, 0.0001% Triton. Potency, µM (doses to about 57.1 µM), inactives show at the top dose activity change, negative = inhibition, usual class: inhibitors. 0.52% of 330,000 active. AID 485341;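 note: potency is the fitted concentration of half-maximal effect; plate controls were no compound for no effect and no enzyme for full effect; nearly all actives have a fitted effect of over 20% in size; some results filed as inactive show a strong effect at the top dose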
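20 mM phosphate pH 7.0 + 0.01% (detergent screen) or 0.0001% Triton X-100; 5.3 nM AmpC reagent; cpd preinc 15 min RT; nitrocefin (800 uM stock) to start; A480 q20 s × 4 min; Activity was normalised to no-enzyme and no-compound control wells.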
HCMV inh: human cytomegalovirus inhibition | HFF cells, HCMV-luciferase reporter, 72 h; active compounds read low | activity change, negative = inhibition, % at 57.5 µM | 4.5% of 410,000 active | AID 1259415; in the data active = activity change below about -60%; inconclusive = no clear call, values can overlap the other calls; inactive = above about -39%
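HFF cells seeded 16 h at 37C, treated with compounds, infected with luciferase-reporter HCMV at MOI 1 PFU/cell; luciferase read at 72 h post infection, normalized to buffer-only and Salinomycin controls.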
* marks the source's active call; other numbers are inactive results; ? = inconclusive; nt = not tested or not shown; [ ] = dose if it differs, or a comment. Unless noted, calls come from the whole dose curve; as a rule, active = well fitted curve in the direction sought with a large enough effect; inconclusive = small, poorly fitted or top-dose-only effect, or another doubt; inactive = no such curve, though single readings can be large; an effect the other way counts as inactive or inconclusive. Unless noted, % is set by controls: 0 for no effect and ±100 for the full control effect.

Value order – AMA1-RON2 inh | Tb PYK inh | AmpC detergent | Sm TGR inh | LmPK inhibitor | AmpC inh no detg | HCMV inh
> COc1cc(/C=N/S(=O)(=O)c2ccccc2)cc(OC)c1O
→ 4% | -13% | 3% | -1% | 2% | -8% | -15
> CCCOc1ccc(-c2cc(C(=O)NCC3CCCO3)c3ccccc3n2)cc1 (stereo unspecified)
→ 13% | -4% | -3% | 10% | -7% | 71%[activator] | 0
> CN1CCN(c2ccc(S(=O)(=O)N3CCCCC3)cc2NC(=O)/C=C/c2ccc(OC(F)F)cc2)CC1
→ ? | -2% | ? | -3% | nt | ? | -13
> COCCCNC(=O)/C(C#N)=C/c1c(N2CCN(c3ccccc3)CC2)nc2c(C)cccn2c1=O
→ -18% | -17% | 2% | 35µM* | 1% | 121%[activator] | 18
> O=C(NCC1CCN(Cc2ccc(Cl)cc2)CC1)C1CCCN(c2ncnc3c2nc2n3CCCCC2)C1 (stereo unspecified)
→ 52%[activator] | 1% | 1% | -11% | 3% | 203%[activator] | -79*
> CCOC(=O)c1cccc(N2C(=O)C3C4C=CC(CC4)C3C2=O)c1 (stereo unspecified)
→ 0% | -5% | 3% | 0% | -7% | 1% | nt
> COc1ccc(-c2nc(CSCC(=O)NCCCN3CCCC3=O)c(C)o2)cc1OC
→ -10% | -6% | ? | -15% | -6% | 0% | -15
> Cc1nn(-c2ccccc2)c(Cl)c1C(=O)NCCCCNC(=O)c1c(C)nn(-c2ccccc2)c1Cl
→ -7% | 4% | -4% | 2% | 4% | 47% | 20
> COc1ccc(CNC(=O)CCC(=O)N2CCN(S(=O)(=O)c3cc([N+](=O)[O-])ccc3C)CC2)cc1
→ 18% | -9% | ? | -2% | nt | 106%[activator] | -14
> COc1ccc(C(=O)Oc2ccc(=O)n(-c3ccccc3)n2)cc1
→ 5% | 6% | ? | 0% | 0% | 27% | 14
> CCCCCCNc1c([N+](=O)[O-])c(=O)sc2ccccc12
→ -7% | -3% | -5% | -7% | -6% | -44% | ?
> O=C(Nc1nnc(C2=COCCO2)o1)c1ccc(Cl)cc1
→ 41%[activator] | -2% | -8% | -16% | 2% | -5% | -39
> COCCNC(=O)c1onc(CSc2ccc(C)c(C)c2)c1C(=O)O
→ 0% | -6% | -4% | 7% | 6% | -27% | -7
> Cc1c(NC(=O)CN2CCC(C(N)=O)CC2)cccc1[N+](=O)[O-]
→ -4% | -4% | 4% | -24% | 1% | -13% | -17
> O=C(Nc1ccc(S(=O)(=O)Nc2cnc3ccccc3n2)cc1)c1ccc(F)cc1
→ ? | 4% | nt | nt | nt | nt | -10
> CNC(=O)c1c(NC(=O)CCS(=O)(=O)c2ccc(Cl)cc2)sc2c1CCN(C(=O)OC)C2
→ 3% | -2% | ? | ? | nt | 38% | 12
> CCOC(=O)c1cnc2ccc(C(=O)OC)cc2c1NCCN1CCOCC1
→ 2% | 0% | -14% | 32µM* | -4% | -14% | 6
> CC(C)n1c(N2CCN(C(=O)Nc3ccc(F)cc3F)CC2)nc2ccccc21
→ -2% | -6% | 3% | -6% | -2% | -1% | ?
> CCOC(=O)[C@H]1[C@H]2COc3ccccc3[C@@H]2N2C(=O)c3cc(Cl)ccc3NC(=O)[C@@]12C
→ -13% | 1% | 2% | 5% | nt | -6% | -21
> O=C(N/N=C/c1ccoc1)c1ccccc1F
→ 20% | -4% | 1% | 6% | -11% | -7% | -2
> Cc1sc2nc(C(C)(C)C)oc(=O)c2c1C
→ 3% | -9% | 0% | -7% | -1% | -13% | 49
> Cc1c(Br)cnn1C(C)C(=O)N1CCN(c2ccccc2F)CC1 (stereo unspecified)
→ 7% | 6% | 3% | 0% | nt | 4% | -20
> CCOc1ccc(CCNC(=O)COC(=O)CNC(=O)c2ccc(Br)o2)cc1OCC
→ 21% | -6% | ? | 4% | nt | 3% | -9
> O=C(Nc1cccc2ncccc12)c1ccc(-c2ccc(Cl)cc2Cl)o1
→ -16% | -6% | 1% | -8% | -2% | 9% | 8
> COc1cccc2c1Oc1ncccc1N(C(=O)CCC(=O)NCCC(C)C)C2
→ nt | 10% | 0% | 8% | nt | nt | 9
> CCCOc1cccc(C(=O)NC(=S)Nc2ccc(N3CCN(C)CC3)cc2)c1
→ -15% | -1% | -1% | nt | -2% | -14% | 16
> COc1ccc(NC(=O)CSc2nc3ccccc3nc2N2CCOCC2)cc1
→ 18% | -10% | ? | 5% | -6% | 25% | -12
> Clc1cccc(-c2ccc(-c3nc4ccccn4c3NCc3ccccc3)cc2)c1
→ -2% | -4% | nt | nt | nt | 13% | -80*
> Cc1ccccc1N(C(=O)Cc1cccs1)C(C(=O)NC1CCCCC1)c1cn(C)nc1C (stereo unspecified)
→ 4% | -1% | -17% | -3% | 1% | -7% | ?
> COc1ccc(Cl)cc1NC(=S)NNC(=O)c1cccs1
→ 88%[activator] | -13% | -2% | 1% | 0% | -46% | -7
> Cc1ccc(Sc2ccc(N3CCC(C(=O)Nc4cc(C)cc(C)c4)CC3)nn2)cc1
→ nt | 1% | 5% | -1% | nt | nt | 5
> CC(C)(C)NC(=O)CC1C[C@H](C(=O)N2CCCCC2)[C@@]2(C)c3[nH]c4ccccc4c3CCN2C1=O (stereo partly specified)
→ 8% | -8% | nt | nt | nt | 1% | -12
> O=C(NCCCNC(=O)c1ccco1)c1cccc(F)c1
→ -9% | 2% | 9% | 5% | -4% | -16% | 51
> Cc1nnc(NC(=O)CCN2C(=O)C3CC=CCC3C2=O)s1 (stereo unspecified)
→ 5% | 3% | nt | nt | nt | nt | -9
> CC(C)(/C=N/O)/[N+]([O-])=C/c1ccccc1
→ 6% | 1% | -1% | 3% | -2% | -6% | 35
> O=C(Nc1ccccn1)C1COc2ccccc2O1 (stereo unspecified)
→ 12% | -3% | -2% | 2% | ? | -13% | 4
> N#Cc1ccc2ccn(CC(=O)NCc3ccco3)c2c1
→ -7% | 4% | ? | -16% | 2% | -15% | 16
> O=C(Nc1ccc(CSc2ccccc2)cc1)c1ccccc1
→ 12% | 0% | 8% | -3% | -9% | -13% | -17
> CCOc1ccccc1NC(=S)NC(=O)CCc1ccccc1
→ 62%[activator] | -1% | 0% | 7.9µM* | 1% | -41% | 2
> O=C(CSc1nnc(-c2ccccc2)n1C1CCCCC1)N1CCCC1
→ 2% | -7% | -8% | -4% | 0% | -2% | -33
> O=C(c1cnn2ccccc12)N(Cc1ccco1)C1CCCC1
→ -8% | -8% | ? | -46% | -6% | -3% | -20
> O=C(C1=C[C@H](c2ccccc2)C[C@H](OCCCCO)O1)N1CCN(Cc2ccc3c(c2)OCO3)CC1
→ 24% | 0% | -5% | -12% | 2% | 184%[activator] | -24
> Clc1ccc(CSc2nnc(-c3ccncc3)s2)cc1
→ -7% | 1% | 9% | 9% | -2% | -16% | 4
> Nn1c(SCC(=O)N2CCCCCC2)nnc1-c1ccco1
→ 3% | -4% | -17% | -11% | nt | -20% | -35
> CCOC(=O)C(NC(=O)NCc1ccccc1)(OCC)C(F)(F)F (stereo unspecified)
→ 23% | 3% | 1% | 0% | -1% | -5% | 1
> CCOc1ccc(Nc2cc(Nc3ccccc3OCC)nc(C=C(C#N)C#N)n2)cc1
→ 2% | 1% | 2% | 10% | 8% | -14% | 15
> COc1ccccc1CNS(=O)(=O)CC12CCC(CC1=O)C2(C)C (stereo unspecified)
→ 4% | -4% | -8% | 0% | -7% | 15% | 6
> O=C(NCCS(=O)c1ccc(Cl)cc1)c1cccc(Cl)c1 (stereo unspecified)
→ -13% | 0% | ? | 0% | -7% | -5% | 9
> COc1ccc2nc3n(c(=O)c2c1)-c1ncccc1C(=O)NC3Cc1ccccc1 (stereo unspecified)
→ 2% | -3% | nt | nt | nt | nt | -17
> Cc1ccc(NS(=O)(=O)c2ccc(C(=O)NCCN3CCOCC3)cc2)cc1
→ 15% | -6% | nt | nt | nt | -20% | 13
> CCCCCOc1ccc(C(=O)NCC2(c3ccccc3)CCOCC2)cc1
→ -4% | -7% | 6% | -22% | 3% | 122%[activator] | -33
> CCOC(=O)c1c(C)[nH]c(/C(C)=N/NC(=O)c2cccnc2)c1C
→ 103%[activator] | -4% | nt | nt | nt | nt | 89
> CC1OC(C(C)(C)C)CC2=C1C(=O)OC(C)(C)O2 (stereo unspecified)
→ 4% | -2% | nt | nt | nt | nt | -6
> CC(C)(C)NC(=O)c1ccnc(C(C)(C)C)c1
→ 6% | 7% | 1% | -3% | 9% | 15% | 21
> COc1ccc2nc3sc(C(=O)N4CCN(c5ccc(F)cc5)CC4)cc3cc2c1
→ nt | 0% | 10% | 6% | nt | nt | -2
> CCN(CC(=O)Nc1ccccc1C(F)(F)F)C(=O)CCOc1ccccc1C
→ 4% | -7% | -1% | -4% | nt | 69%[activator] | -18
> O=C(Cn1cnc([N+](=O)[O-])n1)N/N=C/c1ccc(O)cc1O
→ 0% | -8% | 4% | 3% | 0% | -22% | 47
> CC12CN(Cc3ccccc3)CC(C)(CN(Cc3ccccc3)C1)C2=NO
→ -17% | ? | 5% | 4% | 7% | 15% | ?
> O=[N+]([O-])c1cccc(CON=Cc2ccccc2O)c1
→ -6% | 2% | nt | nt | nt | nt | 51
> CCOC(=O)N1CCN(C(=O)COc2ccccc2[N+](=O)[O-])CC1
→ -2% | 7% | 4% | -1% | 8% | -9% | -21
> CC(=O)N1CCN(C(=O)c2ccc(Cl)c(NC(=O)c3cccs3)c2)CC1
→ -2% | 2% | -8% | 5% | nt | -10% | -19
> CC(=O)C[C@H](O)CC(=O)[C@H]1OC(=O)CCCCCCCc2ccccc21
→ 5% | -5% | 10% | 0% | nt | 83%[activator] | 88

Whole records, looked up by structure. Order of screens: AMA1-RON2 inh | Tb PYK inh | AmpC detergent | Sm TGR inh | LmPK inhibitor | AmpC inh no detg | HCMV inh
Profile of `O=C(Cn1cnc([N+](=O)[O-])n1)N/N=C/c1ccc(O)cc1O` → 0% | -8% | 4% | 3% | 0% | -22% | 47
Profile of `CCN(CC(=O)Nc1ccccc1C(F)(F)F)C(=O)CCOc1ccccc1C` → 4% | -7% | -1% | -4% | nt | 69%[activator] | -18
Profile of `CC12CN(Cc3ccccc3)CC(C)(CN(Cc3ccccc3)C1)C2=NO` → -17% | ? | 5% | 4% | 7% | 15% | ?
